# Screening data from PubChem.
# AHR activator – activates the human aryl hydrocarbon receptor; AHR-responsive luciferase reporter cells, luminescence; 2.5% of 320,000 active; activation, % at 5 µM; in the data active means activation above about 47%;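 further: 0% = vehicle wells and 100% = reference agonist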
# Target sequence (P35869 whole entry, looked up): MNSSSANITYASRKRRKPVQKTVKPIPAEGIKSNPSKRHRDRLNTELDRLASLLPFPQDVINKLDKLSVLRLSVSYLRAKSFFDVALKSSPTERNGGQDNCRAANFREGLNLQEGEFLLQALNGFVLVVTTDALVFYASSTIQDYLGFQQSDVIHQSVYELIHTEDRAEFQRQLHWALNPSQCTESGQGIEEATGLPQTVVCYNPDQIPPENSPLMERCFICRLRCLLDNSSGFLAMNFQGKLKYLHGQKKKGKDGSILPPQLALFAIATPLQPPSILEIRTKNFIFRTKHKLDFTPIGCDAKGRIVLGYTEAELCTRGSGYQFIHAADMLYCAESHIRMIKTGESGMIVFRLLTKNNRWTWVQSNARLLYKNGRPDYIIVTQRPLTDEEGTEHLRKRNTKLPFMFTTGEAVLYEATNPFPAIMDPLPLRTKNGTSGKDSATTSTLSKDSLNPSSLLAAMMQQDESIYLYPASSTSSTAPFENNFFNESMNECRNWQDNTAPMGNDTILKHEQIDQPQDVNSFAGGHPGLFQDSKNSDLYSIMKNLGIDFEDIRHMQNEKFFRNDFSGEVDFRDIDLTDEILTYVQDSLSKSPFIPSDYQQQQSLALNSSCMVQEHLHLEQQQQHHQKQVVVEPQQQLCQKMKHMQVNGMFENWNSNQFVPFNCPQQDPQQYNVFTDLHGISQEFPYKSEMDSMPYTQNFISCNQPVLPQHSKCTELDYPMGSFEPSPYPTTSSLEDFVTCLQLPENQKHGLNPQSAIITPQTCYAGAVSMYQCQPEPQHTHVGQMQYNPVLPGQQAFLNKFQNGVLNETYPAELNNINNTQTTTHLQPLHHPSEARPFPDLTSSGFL
# AGP1 TOR yeast – alters AGP1-GFP fluorescence in TOR pathway yeast screen. GFP response vs DMSO, % at 10 µM. 0.02% of 320,000 active. S. cerevisiae AGP1-GFP multiplex flow cytometry, 3 h; GFP as percent of DMSO wells;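 active means GFP response relative to DMSO above a set limit, near screen average plus 3 SD, cut at about 150% in these data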;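 further: median GFP channel fluorescence of the gated AGP1 strain per well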
# proCasp7 act – counter-screen: procaspase-7 (human) activation; P55210; recombinant procaspase-7, Ac-DEVD-pNA absorbance 405 nm; D23A/D198A/D206A triple mutant, cannot self-cleave; scale: DMSO 0, 5 µM enzyme 100; activation, % at 8.5 µM; 0.093% of 330,000 active;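 active means percent activation above the screen-wide mean plus 3 SD, cut at about 25% in these data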
#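 Assay system: Uncleavable procaspase-7 mutant enzyme / Input: 2 µM procaspase-7 mutant as dispensed / Dosing: single nominal 8.5 µM compound dose, 0.8% DMSO final / Timing: 1 h enzyme–compound preincubation and 2 h substrate reaction, both 25 °C / Detection: p-Nitroaniline absorbance at 405 nm, read at 0 and 120 min / Replication: singlicate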
# MEP2-GFP yeast – alters MEP2-GFP fluorescence in TOR pathway yeast screen | 0.51% of 330,000 active | AID 2016 | S. cerevisiae MEP2-GFP strain, flow cytometry GFP, 3 h; 100% = DMSO control level | GFP response vs DMSO, % at 10 µM;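 active means GFP response versus DMSO above a set limit, roughly screen mean plus 3 SD, cut at about 180% in these data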;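 further: median GFP fluorescence of the barcode-gated MEP2-GFP cells per well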
# CIT2-GFP yeast – yeast TOR pathway CIT2-GFP modulation; S. cerevisiae CIT2-GFP strain, flow cytometry, 3 h; 100 means same as DMSO wells; GFP response vs DMSO, % at 10 µM; 0.065% of 320,000 active; AID 2029;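 active means GFP response relative to DMSO above a set limit, near the screen mean plus 3 SD, cut at about 150% in these data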;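 further: ratio of well median GFP fluorescence to mean of DMSO wells on the plate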
# RPL19A TOR yeast – yeast TOR pathway RPL19A-GFP modulation | S. cerevisiae RPL19A-GFP strain, flow cytometry, 3 h; stronger effect = lower value | percent response vs DMSO, % at 10 µM | 0.3% of 330,000 active;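 active means percent response vs DMSO below 50%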;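 further: median channel GFP fluorescence of the barcoded RPL19A-GFP strain; ratio of sample median GFP to plate DMSO average so 100% = DMSO; lower means less RPL19A-GFP as with rapamycin TOR inhibition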
# LAP4-GFP MLPCN – alters LAP4-GFP fluorescence in TOR pathway yeast screen; S. cerevisiae LAP4-GFP multiplex, flow cytometry GFP, 3 h; median GFP as percent of DMSO wells; GFP response vs DMSO, % at 10 µM; 0.34% of 320,000 active; AID 2023;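 active means GFP response vs DMSO above a set limit, about the screen mean plus 3 SD, cut at about 150% in these data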
# proCasp3 act – activators of human procaspase-3. P42574. recombinant procaspase-3 D3A, Ac-DEVD-pNA absorbance 405 nm. activation, % at 8.5 µM. 0.11% of 330,000 active;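 active means activation above the mean of all tested compounds plus 3 SD, cut at about 21% in these data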;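 further: 0% = DMSO alone and 100% = DMSO wells spiked with extra 5 µM PC-3 D3A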
# Target sequence (P42574 whole entry D9A/D28A/D175A): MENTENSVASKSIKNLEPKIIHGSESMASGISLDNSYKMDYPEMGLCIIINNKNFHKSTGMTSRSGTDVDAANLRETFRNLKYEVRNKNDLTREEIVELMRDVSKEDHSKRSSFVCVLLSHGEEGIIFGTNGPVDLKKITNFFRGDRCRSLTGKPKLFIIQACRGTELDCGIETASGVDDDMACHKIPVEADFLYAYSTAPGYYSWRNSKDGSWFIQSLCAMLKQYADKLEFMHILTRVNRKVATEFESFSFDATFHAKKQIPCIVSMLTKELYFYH
#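 Assay system – Procaspase-3 D3A mutant · Benchmarks – DMSO low control, extra-enzyme high control · Technique – 405 nm absorbance of p-nitroaniline, reads at 0 and 120 min · Doses – 8.5 µM nominal · Measure – % activation between DMSO and enzyme-spiked controls · Also added – Ac-DEVD-pNA chromogenic peptide substrate · Schedule – 1 h compound preincubation, 2 h substrate hydrolysis at 25 °C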
# Numbers without * were called inactive; x = not tested or not shown.
# Screens in order – MEP2-GFP yeast	LAP4-GFP MLPCN	proCasp7 act	CIT2-GFP yeast	AHR activator	RPL19A TOR yeast	AGP1 TOR yeast	proCasp3 act
(1) O=C(CN1C(=O)CC(c2ccccc2)S(=O)(=O)c2ccccc21)N1CCOCC1 (configuration not stated)
  83	86	-2	79	1	94	83	-1
(2) S=c1[nH]nc(CSCCOc2ccc(Cl)cc2Cl)o1
  107	99	-26	104	0	102	106	-10
(3) COc1cc(/C=C2\SC(N3CCCCC3)=NC2=O)cc(OC)c1OC
  84	89	-7	94	17	100	96	-3
(4) Cc1ccc(S(=O)(=O)C/N=C(/NC(=S)N(c2ccccc2)c2ccccc2)c2ccccc2)cc1
  100	108	-30	104	2	96	102	-20
(5) C[C@H](NC(=O)[C@H]1N2C(=O)c3ccccc3C2SC1(C)C)C(=O)N1CCCCC1 (some centres not stated)
  96	102	14	106	1	106	108	-2
(6) CCCc1nc(N2CCN(S(=O)(=O)c3ccc(Cl)cc3)CC2)c2c(C)c(C)sc2n1
  95	99	13	93	2	101	104	3
(7) CCc1nnc(NC(=O)CSc2nc3cccnc3n2Cc2ccccc2)s1
  95	98	0	95	7	96	97	-2
(8) O=C(NC1CC1)C1CCN(C2CCN(C(=O)/C=C/c3ccc(F)cc3)CC2)CC1
  103	107	-3	x	3	96	105	0
(9) Cc1ccc(N2CC(C(=O)N3CCC(C(=O)NCCCOC(C)C)CC3)CC2=O)cc1 (configuration not stated)
  112	100	11	102	-1	107	99	3
(10) COCCNC(=S)NC12CC3CC(CC(C3)C1)C2
  96	95	4	98	-1	93	94	-3
(11) CCN(CC)CCNC(=O)CCc1n[nH]c(=O)c2ccccc12
  83	88	7	84	8	94	91	2
(12) COc1ccc(/C=C/C(=O)N2CCN(c3ccccn3)CC2)cc1
  104	99	x	102	x	107	88	x
(13) COc1ccc(C(CC(=O)N2CCCC2)c2c(O)cc(OC)cc2OC)cc1 (configuration not stated)
  97	90	5	97	36	98	103	9
(14) O=C(O)c1cc(N2C(=O)C3C4C=CC(C4)C3C2=O)ccc1N1CCOCC1 (configuration not stated)
  102	98	9	97	2	105	103	10
(15) Cc1nnc(NC(=O)Oc2ccccc2)s1
  96	96	16	105	-1	96	103	-1
(16) Cc1cc(/C([O-])=C(/C(=S)Nc2ccc(F)cc2)[n+]2ccccc2)c(C)n1-c1ccc(F)cc1
  101	104	-5	93	20	96	104	-3
(17) Cc1[nH][nH]c(=O)c1C(c1ccc(-c2ccc(Cl)c(Cl)c2)o1)c1c(C)[nH][nH]c1=O
  96	217*	-15	102	3	94	85	-7
(18) CC(Oc1ccc2ccccc2c1)C(=O)NNC(=S)NC(=O)c1ccco1 (configuration not stated)
  110	237*	-19	83	4	86	81	-3
(19) CC1C2CC(C(S(=O)(=O)N3CCOCC3)C2=O)C1(C)C (configuration not stated)
  95	90	13	98	1	95	97	-7
(20) NC(=O)C1CCN(c2cc(N3CCOCC3)ccc2[N+](=O)[O-])CC1
  101	111	-9	96	-2	97	104	8
(21) CCc1cc2ccc(OC)cc2nc1SCC(=O)Nc1cc(C)on1
  98	95	-5	99	-1	102	102	8
(22) CCC(C)Sc1ccc(-c2nc3ccccn3c2NCc2ccccc2)cc1OC (configuration not stated)
  99	102	8	86	4	92	94	9
(23) CN1CCN(C(=O)c2ccc3c(c2)N(Cc2cccc(Cl)c2)C(=O)c2ccccc2S3(=O)=O)CC1
  97	88	-8	97	4	92	95	5
(24) COc1ccc(Cn2c(CCC(=O)NCCC(C)C)nc3ncccc3c2=O)cc1
  108	100	-7	104	0	105	100	8
(25) Cc1ccc(/C=C/C(=O)c2ccccc(=O)c2O)c(C)c1
  181*	106	-32	103	94*	64	20	-18
(26) CC(=O)c1c(C)n(CCc2ccc(Cl)cc2)c2ccc(O)cc12
  113	111	10	107	29	107	112	4
(27) COc1ccc(NC(=O)c2c(N)no[n+]2[O-])c(OC)c1
  100	108	-5	103	61*	102	99	-6
(28) CCOC(=O)Cn1c(=N)n(CCOc2ccc(Br)cc2)c2ccccc21
  95	98	2	101	7	94	98	-2
(29) CCc1cc(C(=O)c2ccc(OC)cc2)c(NC(=O)CC(C)(C)CC(=O)O)s1
  97	97	7	104	-1	103	112	5
(30) CNS(=O)(=O)c1cccc(C(=O)OCC(=O)c2ccc[nH]2)c1
  96	97	12	89	4	98	97	5
(31) O=c1[nH]c(Nc2ccccc2)cc2cc(Br)ccc12
  114	94	-8	76	32	97	84	6
(32) CCN(CC)c1ccc(N)cc1S(=O)(=O)Nc1ccccc1OC
  101	98	-31	108	5	104	105	-4
(33) CC(C)Cn1c(CN(C)Cc2ccccc2)nc2c1c(=O)n(C)c(=O)n2C
  97	93	4	106	7	98	91	12
(34) COc1ccc(OC)c(NC(=O)CN2C(=O)c3ccccc3S2(=O)=O)c1
  99	96	5	96	3	101	110	-8
(35) COc1ccc(C(=O)NNC2=C(C(=O)C(F)(F)F)CCC2)cc1
  96	107	4	96	5	90	102	-5
(36) Cc1c(N(C(=O)Nc2ccccc2)C2=NCC(C)S2)c(=O)n(-c2ccccc2)n1C (configuration not stated)
  105	103	4	103	-2	101	102	5
(37) N#CC1(Nc2cccc(Br)c2)C(=O)Nc2ccccc21 (configuration not stated)
  99	100	4	89	8	96	93	6
(38) CCc1nnc(NC(=O)C23CC4CC(CC(C4)C2)C3)s1
  94	108	4	94	7	102	101	-6
(39) Clc1cccc(/C(Cc2nc3ccccc3[nH]2)=N\Nc2ccccc2)c1
  102	94	-6	93	102*	98	91	-4
(40) Cc1nn(CCCC(=O)Nc2cnn(Cc3ccc(F)cc3)c2)c(C)c1[N+](=O)[O-]
  95	98	7	100	-1	96	102	12
(41) N#Cc1c(Oc2ccc3ccccc3c2)sc(C(=O)c2ccccc2)c1N
  102	101	15	95	2	96	104	8
(42) Cc1ccc(S(=O)(=O)Nc2nc3ccc(S(C)(=O)=O)cc3s2)cc1
  100	97	-5	96	-4	95	95	-1
(43) CCc1ccccc1NC(=S)N(CCCN1CCOCC1)Cc1cccs1
  104	100	-12	104	-2	100	102	-3
(44) CCOC(=O)C1=C(C)C(c2ccc(OC)cc2)NC(=O)N1 (configuration not stated)
  100	105	8	100	3	105	107	-4
(45) O=C(CN1C2=NCCCN2c2ccccc21)c1ccc([N+](=O)[O-])cc1
  96	98	1	104	1	103	109	-2
(46) Cc1ccc(NC(=O)COC(=O)c2ccc3c(c2)OCO3)c(C)c1
  92	95	1	75	3	97	100	5
(47) COc1ccc(C(=O)CN2C(=O)NC3(CCCCCC3)C2=O)c(OC)c1
  109	104	-1	109	3	103	112	6
(48) COc1cc(-c2nnc(COC(=O)c3cc(C)no3)o2)cc(OC)c1OC
  92	82	0	99	3	75	86	-6
(49) O=C(Nc1ccccc1C(=O)N1CCCC1)c1ncoc1-c1cccc(Cl)c1
  96	104	13	96	15	98	98	0
(50) CCOc1ccccc1NC(=O)NNC(=O)c1ccc2ccccc2c1
  94	93	-5	99	49*	88	103	2
(51) Nc1nc(Nc2cccc(F)c2)nc2ccccc12
  96	91	-1	103	83*	94	99	8
(52) CC1CCN(c2[nH]c(=S)c(C#N)c3c2CCCC3)CC1
  100	119	1	92	0	102	101	-6
(53) COCC(=O)Nc1ccc([N+](=O)[O-])cc1OC
  98	95	16	98	5	97	94	-3
(54) Cc1ccc(S(=O)(=O)N2CCCCC2C(=O)Nc2ccc(N(C)C)cc2)cc1 (configuration not stated)
  108	91	-5	107	7	102	100	-3
(55) CC(=O)Nc1cccc(NC(=O)CSc2nc(=O)n(CCN3CCOCC3)c3c2CCCC3)c1
  99	112	7	91	0	97	92	2
(56) Cc1ccccc1-n1cc(CNCc2c(C(=O)N(C)C)nc3ccc(Cl)cn23)cn1
  104	102	-3	100	3	101	102	-5
(57) CCc1ccc2c(c1)C(=O)C[C@]1(CCC[C@H](C)C1)O2
  92	128	-6	108	3	107	95	-11
(58) c1ccc(C2=Nc3ccccc3OC2)cc1
  112	99	2	126	21	109	103	3
(59) Cc1onc(-c2c(F)cccc2Cl)c1C(=O)OCC(=O)NC(c1ccccc1)c1ccccc1
  109	108	1	111	4	109	116	-2
(60) CC(=O)NC1CC2CCCC(C1)N2CC(=O)N1CCCc2ccccc21 (configuration not stated)
  107	96	10	109	0	106	103	3

# Retrieved by compound from above (4):
# Screens in order – MEP2-GFP yeast	LAP4-GFP MLPCN	proCasp7 act	CIT2-GFP yeast	AHR activator	RPL19A TOR yeast	AGP1 TOR yeast	proCasp3 act
(33) CC(C)Cn1c(CN(C)Cc2ccccc2)nc2c1c(=O)n(C)c(=O)n2C
  97	93	4	106	7	98	91	12
(44) CCOC(=O)C1=C(C)C(c2ccc(OC)cc2)NC(=O)N1 (configuration not stated)
  100	105	8	100	3	105	107	-4
(56) Cc1ccccc1-n1cc(CNCc2c(C(=O)N(C)C)nc3ccc(Cl)cn23)cn1
  104	102	-3	100	3	101	102	-5
(60) CC(=O)NC1CC2CCCC(C1)N2CC(=O)N1CCCc2ccccc21 (configuration not stated)
  107	96	10	109	0	106	103	3

# New compounds follow:
# Screens in order – MEP2-GFP yeast	LAP4-GFP MLPCN	proCasp7 act	CIT2-GFP yeast	AHR activator	RPL19A TOR yeast	AGP1 TOR yeast	proCasp3 act
(61) O=C(NC(Nc1ccc(F)cc1)(C(F)(F)F)C(F)(F)F)c1cccnc1
  104	91	8	102	-1	104	103	6
(62) Cc1cccc(CCN2CCN=C2Nc2ccccc2)c1
  103	97	-7	98	2	98	99	-1
(63) O=C(O)c1cc(-c2cccs2)nn1-c1cccc(Cl)c1
  106	112	0	101	-1	104	104	3
(64) CC(=O)N1CCN(C(=O)CSc2nnc(C)n2-c2ccccc2)CC1
  98	90	-5	97	3	100	98	-4
(65) CN(C)S(=O)(=O)c1ccc2c(c1)nc(CCC(=O)Nc1ccc(N3CCOCC3)cc1)n2C
  102	101	2	102	6	102	105	6
(66) CCNc1nc(NCC)nc(N(C#N)C(C)C)n1
  98	101	-1	102	2	98	104	-2
(67) CCOC(=O)C1=C(C)NC(=O)NC1c1ccc(OC(=O)c2ccco2)cc1 (configuration not stated)
  97	92	-2	94	0	90	91	2
(68) O=C(CNC1CCCCC1)Nc1ccc([N+](=O)[O-])cc1C(=O)Nc1ccccc1F
  93	105	1	101	48*	98	107	5
(69) Cc1ccccc1Cn1ccc(NC(=O)c2nn3cccnc3c2Cl)n1
  99	103	3	89	3	96	97	-1
(70) Cc1ccc(C)c(S(=O)(=O)N2CCN(C(=O)c3cc(S(=O)(=O)NCc4ccccc4)ccc3C)CC2)c1
  93	82	0	95	2	75	85	8
(71) COc1ccc(-n2cc(-c3ccc(OC(F)F)cc3)[n+]3c2CCCCC3)cc1
  95	87	-1	92	0	94	94	-6
(72) CCNc1nc(N)c(C(=O)C23CC4CC(CC(C4)C2)C3)s1
  117	x	8	x	2	102	x	-5
(73) CC1=NN(C(=O)CSCc2ccccc2)C(O)(c2ccc(Cl)cc2)C1 (configuration not stated)
  92	101	-5	96	8	103	102	6
(74) COC(=O)C1=C(C)NC2=C(C(=O)C(C(=O)OC)C(c3ccc(OC)cc3)C2)C1c1ccccn1 (configuration not stated)
  107	99	1	111	0	104	105	3
(75) CCN(Cc1ccccc1)S(=O)(=O)c1ccc(S(=O)(=O)N(Cc2ccccn2)Cc2ccco2)cc1
  97	90	-1	95	-4	92	90	-6
(76) Cc1cccc(N2CCN(C(=O)c3cccc(N4CCCC4=O)c3)C(C)C2)c1 (configuration not stated)
  102	97	4	98	0	102	98	-11
(77) CCN(CC)S(=O)(=O)c1ccc(=O)[nH]c1
  89	97	12	95	0	99	95	0
